Screening results deposited in PubChem BioAssay by National Center for Advancing Translational Sciences (NCATS).
Giardia FBPA inh: Giardia lamblia aldolase inhibition | A8B2U2 | Potency, µM (highest dose often 59.6 µM), for the others: at the top dose activity, negative = inhibition, actives largely listed as inhibitors | 290,000 tested, 0.71% active | purified Giardia FBPA; note: potency is the fitted concentration of half-maximal effect; nearly all actives have a fitted effect of over 55% in size
Target sequence (A8B2U2 whole entry, looked up): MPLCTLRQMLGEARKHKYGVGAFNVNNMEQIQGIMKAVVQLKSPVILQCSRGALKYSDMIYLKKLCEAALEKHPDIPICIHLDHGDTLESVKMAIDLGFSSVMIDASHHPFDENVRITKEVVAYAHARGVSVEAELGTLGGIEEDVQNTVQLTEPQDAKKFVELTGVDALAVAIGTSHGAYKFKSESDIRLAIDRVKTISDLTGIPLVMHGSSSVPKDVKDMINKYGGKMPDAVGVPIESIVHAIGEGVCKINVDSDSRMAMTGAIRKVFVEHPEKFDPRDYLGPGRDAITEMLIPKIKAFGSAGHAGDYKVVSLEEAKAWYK
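Giardia FBPA (40 nM reagent) was preincubated 10 min at RT with compound (up to 57.5 uM final), then substrate plus GAPDH/TPI/NAD/arsenate coupling system with diaphorase/resazurin was added; resorufin fluorescence (525/598 nm) was read after 20 min.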
Sm TGR inh: inhibitors of Schistosoma mansoni thioredoxin glutathione reductase. Q962Y6. 360,000 tested, 3% active. Potency, µM (series often up to 114 µM), for the others: at the top dose activity change, negative = inhibition, actives largely listed as inhibitors. AID 485364. purified TGR, DTNB reduction, TNB absorbance 405 nm; note: potency is the fitted concentration of half-maximal effect; nearly all actives have a fitted effect of over 60% in size
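First, TGR (20 nM dispensed) and NADPH were mixed with compound. Second, a 15 min room-temperature incubation followed. Third, further NADPH and then DTNB were added to start the reaction. Finally, TNB absorbance was monitored kinetically.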
HCV inh: inhibitors of hepatitis C virus infection | Huh7.5.1 HCVcc-Cre infection, luciferase reporter, 44 h | Potency, µM (series often up to 41.8 µM), for the others: at the highest dose activity change, negative = inhibition, usual class: inhibitors | 340,000 tested, 3.4% active | AID 651820; note: potency is the fitted concentration of half-maximal effect
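A cell-based infection assay in which seeded cells (1,000 per well) receive test compound after 4 h, are inoculated with HCVcc-Cre at approximately 0.5 moi, and are incubated 44 h before luminescence detection.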
HCMV antiviral: human cytomegalovirus inhibition; HFF cells, HCMV-luciferase reporter, 72 h; stronger effect = lower value; activity change, negative = inhibition, % at 57.5 µM; 410,000 tested, 4.5% active; AID 1259415; in the data active = activity change below about -60%; inconclusive = no clear call, values can overlap the other calls; inactive = above about -39%
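Steps: HFFs plated, 16 h 37C; compounds added; HCMV-luciferase added to MOI 1 PFU/cell; 72 h 37C; OneGlo reagent, 5 min room temperature; luminescence read, normalized to controls.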
AmpC no deterg: inhibitors of E. coli AmpC beta-lactamase without detergent. P00811. AmpC nitrocefin hydrolysis, absorbance 480 nm, 0.0001% Triton. 330,000 tested, 0.52% active. Potency, µM (doses to about 57.1 µM), for the others: at the highest dose activity change, negative = inhibition, most hits filed as inhibitors;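 note: potency is the fitted concentration of half-maximal effect; plate controls were no compound for no effect and no enzyme for full effect; nearly all actives have a fitted effect of over 20% in size; some results filed as inactive show a strong effect at the top dose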
Target sequence (P00811 whole entry, looked up): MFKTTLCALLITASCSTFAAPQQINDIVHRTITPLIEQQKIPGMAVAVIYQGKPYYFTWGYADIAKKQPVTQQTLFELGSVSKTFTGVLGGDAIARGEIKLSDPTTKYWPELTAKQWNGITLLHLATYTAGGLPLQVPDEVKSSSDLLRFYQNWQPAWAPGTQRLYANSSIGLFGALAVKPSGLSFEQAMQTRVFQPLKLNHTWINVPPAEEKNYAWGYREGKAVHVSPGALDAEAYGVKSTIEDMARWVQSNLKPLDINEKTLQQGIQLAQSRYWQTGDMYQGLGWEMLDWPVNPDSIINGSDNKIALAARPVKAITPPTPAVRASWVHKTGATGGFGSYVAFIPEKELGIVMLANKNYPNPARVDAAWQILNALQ
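20 mM phosphate pH 7.0 + 0.01% (detergent screen) or 0.0001% Triton X-100; 5.3 nM AmpC reagent; cpd preinc 15 min RT; nitrocefin (800 uM stock) to start; A480 q20 s × 4 min; Activity was normalised to no-enzyme and no-compound control wells.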
AmpC inh detg: AmpC beta-lactamase inhibition with detergent present | P00811 | AmpC hydrolysis of nitrocefin, absorbance 480 nm, 0.01% Triton | Potency, µM (highest dose often 114 µM), for the others: at the top dose activity change, negative = inhibition, actives largely listed as inhibitors | 370,000 tested, 0.041% active | AID 485294;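 note: potency is the fitted concentration of half-maximal effect; 0% = no-compound wells and -100% = no-enzyme wells; nearly all actives have a fitted effect of over 25% in size; some results filed as inactive show a strong effect at the top dose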
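20 mM phosphate pH 7.0 + 0.01% (detergent screen) or 0.0001% Triton X-100; 5.3 nM AmpC reagent; cpd preinc 15 min RT; nitrocefin (800 uM stock) to start; A480 q20 s × 4 min; Activity was normalised to no-enzyme and no-compound control wells.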
Starred values were filed as active, the others as inactive; ? = inconclusive; · = not tested or not shown; & = joins results of further samples; [ ] = remark or other dose. Unless noted, calls come from the whole dose curve; as a rule, active = well fitted curve in the direction sought with a large enough effect; inconclusive = small, poorly fitted or top-dose-only effect, or another doubt; inactive = no such curve, though single readings can be large; an effect the other way counts as inactive or inconclusive. Unless noted, % is set by controls: 0 for no effect and ±100 for the full control effect.

Second line of a record: HCMV antiviral	HCV inh	Giardia FBPA inh	AmpC inh detg	Sm TGR inh	AmpC no deterg
CCOc1cccc2c1N[C@@H](c1ccc(C(=O)O)cc1)[C@H]1CC=C[C@@H]21
→ -6	·	·	-8%	7.1µM*	·
CCCn1c(SC(C)C(=O)N2CCOCC2)nc2ccc(Br)cc2c1=O (stereo not drawn)
→ ?	?	·	?	1%	131%[activator]
CCCc1cc(C(=O)N/N=C/c2ccc(CC)s2)c2ccccc2n1
→ 5	?	-7%	-12%	1%	?
O=C(Nc1ccc(F)cc1F)c1cncc(Br)c1
→ ?	13%	2%	-1%	10%	-16%
Fc1ccc2nc(Nc3nc4c(F)cccc4s3)sc2c1
→ 39	-2%	-3%	?	-4%	-52%
O=C1CN(C(=O)COC(=O)CNC(=O)c2ccc(Cl)cc2)c2ccccc2N1
→ 86	16%	7%	3%	3%	-23%
O=C(/C=C/c1ccccc1Cl)Nc1cccc(S(=O)(=O)NC2=NCCCCC2)c1
→ 50	?	-1%	-9%	7%	-18%
CC(C)c1ccc(CNc2cc(N3CCCC3)ccc2[N+](=O)[O-])cc1
→ 38	?	-1%	?	-18%	-32%
O=[N+]([O-])/C=C1\CCCCCN1
→ ?	15%	6%	-1%	-2%	-1%
CCCCn1c(SCC(=O)c2ccc(OC)c(OC)c2)nc2cc(S(N)(=O)=O)ccc21
→ 14	0%	-29%	?	1%	80%[activator]
Cc1ccc(NC(=O)c2cc(-c3ccc(C)o3)nc3ccccc23)nc1
→ -1	?	?	1%	11µM*	-19%
O=Cc1cc(N=Nc2ccccc2Cl)ccc1O
→ 276	?	5%	4%	5%	-20%
COc1ccccc1NC(=O)Nc1ccccc1C(=O)NCCCN1CCOCC1
→ 20	14%	2%	5%	35%	-9%
Cc1ccc(N2CC(NS(=O)(=O)c3cccs3)CC2=O)cc1 (stereo not drawn)
→ -17	9%[8.37 µM]	·	?	5%	?
CC(C)n1c2ccccc2c2nc3ccccc3nc21
→ -18	13µM*	-4%	-12%	11%	-5%
O=C(Nc1ccc(-c2nc3ncccc3o2)cc1)c1ccco1
→ 136	9%	0%	?	20µM*	-15%
S=c1[nH]nc(-c2cccnc2)n1/N=C/c1ccc(Br)s1
→ 15	-4%	0%	?	3%	-13%
COc1cc(NC(=O)CCCc2c[nH]c3ccccc23)cc(OC)c1
→ 5	?	-7%	-4%	-6%	-48%
O=C(CCCCCn1c(=S)[nH]c2cc3c(cc2c1=O)OCO3)N1CCN(c2ccccc2)CC1
→ 42	-2%	15%	0%	0%	-13%
Cc1ccc(S(=O)(=O)N2CCC(C(=O)NCCC3=CCCCC3)CC2)c(C)c1
→ -8	?	·	-10%	-2%	9%

Gathered by group, the entries above with an aryl thioether with sulfur outside any ring
Second line of a record: HCMV antiviral	HCV inh	Giardia FBPA inh	AmpC inh detg	Sm TGR inh	AmpC no deterg
CCCn1c(SC(C)C(=O)N2CCOCC2)nc2ccc(Br)cc2c1=O (stereo not drawn)
→ ?	?	·	?	1%	131%[activator]
CCCCn1c(SCC(=O)c2ccc(OC)c(OC)c2)nc2cc(S(N)(=O)=O)ccc21
→ 14	0%	-29%	?	1%	80%[activator]

Next part:
Second line of a record: HCMV antiviral	HCV inh	Giardia FBPA inh	AmpC inh detg	Sm TGR inh	AmpC no deterg
O=C(c1ccccc1)c1ccc2c(c1)OCCOCCOCCO2
→ 15	0%	-3%	-2%	0%	4%
COc1ccc(/C(C)=C(\C#N)C(=O)OC(C)C)cc1OC
→ 67	-4%	5%	-2%	-2%	-21%
CCCc1cc(=O)[nH]c(SC(CC)C(=O)Nc2ccccc2C#N)n1 (stereo not drawn)
→ -2	10%	-13%	-3%	-1%	-21%
Cc1ccc(-c2nnc(COC(=O)c3ccco3)o2)cc1
→ 10	1%	·	-2%	-11%	0%
Cc1ccc(C(=O)/C=C/c2cn(CC(O)CN3CCc4ccccc43)c3ccccc23)cc1 (stereo not drawn)
→ -74*	·	·	27%	1%	·
COc1cc(Cn2c(C(=O)O)cc3sccc32)cc(OC)c1OC
→ 57	0%&2%	11%	3%	9%	-7%
CC(=O)Nc1ccc(S(=O)(=O)NC(CC(=O)NC2CCCCC2C)C(C)C)cc1 (stereo not drawn)
→ -23	6%	8%	-8%	-1%	-18%
Cc1ccc(CN2CCN(Cc3cccc(C)n3)CC2CCO)cc1 (stereo not drawn)
→ 26	5%	-11%	5%	-30%[57.1 µM]	10%
c1ccc2[nH]c(Cn3nnc4ccccc43)nc2c1
→ 17	0%	·	0%	5%	-5%
Cc1cc(C)cc(C(=O)NCC(=O)N(C)CCOc2ccccc2)c1
→ 16	0%	·	?	-5%	12%
Cc1c(C(=O)Nc2ccccc2F)sc2nc3n(c(=O)c12)CCC3
→ 22&37	0%	·	1%&21%	1%&6%	3%
O=C(NCCOc1ccc(Cl)cc1)C(=O)NCC1CCCO1 (stereo not drawn)
→ -37	10%	1%	-3%	-5%	0%
COC(=O)C1=C(N)Oc2cc(C)n(CCCn3ccnc3)c(=O)c2C1c1cccc(Cl)c1 (stereo not drawn)
→ 40	13%	8%	11%	4%	-11%
Cc1c(-n2cc(C(=O)c3cc(F)ccc3O)cc(C#N)c2=O)c(=O)n(-c2ccccc2)n1C
→ -13	0%	2%	-14%	-23%	-37%
O=C(O)C1CCCCC1C(=O)NCCCn1ccnc1 (stereo not drawn)
→ 13	18%	-4%	0%	-1%	-4%
Cc1cccc(C2c3[nH]c4ccccc4c3CCN2C(=O)c2noc3c2CCCC3)n1 (stereo not drawn)
→ 3	?	-5%	6%	-2%	60%[activator]
CCC(Sc1nc(-c2ccccc2)c(C#N)c(=O)[nH]1)C(=O)Nc1nnc(C)s1 (stereo not drawn)
→ 9	0%	-19%	-3%	0%	-34%
O=C(c1ccco1)N(Cc1ccccc1)c1cccc([N+](=O)[O-])c1
→ ?	-23%	-3%	-2%	-21%	-12%
Cc1c(NC(=O)CSc2n[nH]c(-c3ccccc3)n2)c(=O)n(-c2ccccc2)n1C
→ 4	22%	-3%	-4%	-7%	2%
COc1ccc(NC(=O)C2CC(c3c(F)cccc3Cl)=NO2)cc1 (stereo not drawn)
→ -10	-4%	-2%	0%	-8%	-15%
CCOC(=O)C1=C(C)Nc2ccccc2N/C1=N\S(=O)(=O)c1ccc(Cl)cc1
→ -35	8%	·	7%	5%	-9%
O=C(C[n+]1cc(-c2ccc(Cl)cc2)n2c1CCCCC2)c1ccccc1
→ -6	-1%	0%	0%	-7%	37%
CC1CN(C(=O)/C(C#N)=C2\N=C(NC(=O)c3ccccc3Cl)c3ccccc32)CC(C)O1 (stereo not drawn)
→ 42	16%	1%	-7%	-1%	-14%
O=C(NCC12CC3CC(CC(C3)C1)C2)c1nn2cccnc2c1Cl
→ 28	23%	12%	-1%	-3%	64%[activator]
CCCCN(C(=O)CSc1nnnn1C)c1c(N)n(Cc2ccccc2)c(=O)[nH]c1=O
→ 0	43%[activator]	2%	4%	-9%	0%
COC(=O)c1cn(NC(=O)/C=C/c2cc(OC)ccc2OC)c(=O)c2ccccc12
→ -9	-13%	7%	-10%	1%	-28%
O=C(COc1ccccc1)Nc1ccc(N2CCCCC2)cc1
→ 5	?	·	-7%	0%	-11%
Cc1cccc(OCC(=O)Nc2ccc(N3CCN(S(C)(=O)=O)CC3)cc2)c1
→ 19	?	-19%	-9%	0%	-24%
CCOC(=O)C1CCN(C(=O)C2(NC(=O)Nc3ccccc3C)CCCCC2)CC1
→ -4	-4%	?	?	6%	-5%
COc1ccc(NC(=O)CN(C)C(=O)c2cn(-c3ccccc3)nc2-c2ccc(OC)cc2)cc1
→ -24	0%	·	?	2%	10%
Cc1ccc(S(=O)(=O)Nc2cc3c(cc2C)n(C)c(=O)c(=O)n3C)c(C)c1
→ ?	·	·	17%	-4%	·
CC(C)(C)NS(=O)(=O)c1ccc(NS(=O)(=O)c2ccc(F)cc2)cc1
→ -9	9%	2%	-2%	9%	-35%
CC(C)C(NC(=O)c1ccccc1)C(=O)NC1=NCCS1 (stereo not drawn)
→ -12	14%	-5%	4%	0%	-7%
Cc1ccc2c(CN3CCN(Cc4ccccc4)CC3)cc(=O)oc2c1C
→ 22	-20%	2%	-6%	-22%	118%[activator]
CCOc1ccc(C(CC(=O)O)NC(=O)COc2ccc3ccccc3c2)cc1OC (stereo not drawn)
→ -14	9%	3%	-11%	-7%	-11%
CCN(CC)S(=O)(=O)c1ccc(Cl)c(NC(=O)COC(=O)c2c(C)noc2C)c1
→ ?	?	-2%	-5%	-11%	-8%
COc1ccc2nc(N=NC3=C(O)CC(C)(C)CC3=O)sc2c1
→ -95*	?	?	6%	-4%	-25%
O=C(O)/C=C/c1ccc2ccccc2n1
→ -40	22%	6%	0%	8%	-18%
Cc1ccc(N(CC(=O)NCCc2ccccc2)S(=O)(=O)c2c(C)noc2C)cc1
→ -9	1%	4%	0%	-4%	31%
CCSCCOC(=O)C1=C(C)N(C)C(=O)NC1c1ccc2c(c1)OCO2 (stereo not drawn)
→ 1	-8%	-6%	-8%	6%	-21%

Two of the compounds above, as labelled records:
Molecule: CC1CN(C(=O)/C(C#N)=C2\N=C(NC(=O)c3ccccc3Cl)c3ccccc32)CC(C)O1 (stereo not drawn)
- HCMV antiviral = 42
- HCV inh = 16%
- Giardia FBPA inh = 1%
- AmpC inh detg = -7%
- Sm TGR inh = -1%
- AmpC no deterg = -14%
Molecule: O=C(NCC12CC3CC(CC(C3)C1)C2)c1nn2cccnc2c1Cl
- HCMV antiviral = 28
- HCV inh = 23%
- Giardia FBPA inh = 12%
- AmpC inh detg = -1%
- Sm TGR inh = -3%
- AmpC no deterg = 64%[activator]

(next part)
Second line of a record: HCMV antiviral	HCV inh	Giardia FBPA inh	AmpC inh detg	Sm TGR inh	AmpC no deterg
CN1CCN(S(=O)(=O)c2ccc(NC(=O)c3cccc(S(=O)(=O)N4CCCC4)c3)cc2)CC1
→ 6	?	4%	-14%	0%	86%[activator]
O=C(Cc1c(C(=O)O)[nH]c2ccccc12)Nc1ccc2c(c1)OCO2
→ 32	13%	9%	-14%	5%	-14%
COCCCN=C1NN=C(c2cc(C)n(-c3ccccc3)c2C)CS1
→ -36	?	-7%	-2%	0%	20%
CCC(C)NCCOc1ccc(C)cc1[N+](=O)[O-] (stereo not drawn)
→ ?	7%	?	3%	-7%	-18%
CCn1c(SC2CCOC2=O)nnc1-c1ccc(Cl)cc1 (stereo not drawn)
→ -29	2%	0%	0%	2%	7%
COc1ccc(N(C)C(=O)CC2(CC(=O)O)CCCCC2)cc1
→ -13	9%	1%	?	0%	-45%
Cc1cccc(OCC(=O)OCC(=O)c2c(N)n(C)c(=O)n(C)c2=O)c1C
→ 30	?	10%	-11%	-1%	-9%
CCOc1ccc(-n2c(SCC(=O)Nc3nccs3)nc3c(c2=O)SCC3)cc1
→ -7	17%	0%	?	5%	-5%
CCOC(=O)N1CCC(N2CCCC(C(=O)c3cc(F)ccc3OC)C2)CC1 (stereo not drawn)
→ ?	-4%	-1%	0%	-15%	16%
CCOC(=O)CNC(=O)N1CCCC(CNS(=O)(=O)c2cccs2)C1 (stereo not drawn)
→ 10	9%	5%	4%	3%	-5%
O=C(NC1CC1)C1CCN(c2ncnc3c2sc2cccc(F)c23)CC1
→ 123	-9%	0%	-15%	4%	-13%
